Wnt bcat act = Wnt/beta-catenin pathway activators, primary screen, cell-based, plate reader, single point. Wnt/beta-catenin reporter cell assay, activator. activation, % at 9.35 µM. hit rate 1.2% among 300,000; in the data active = activation above about 30%, passing the limit was not always enough; inconclusive = no clear call, values can overlap the other calls;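 note: 0% = neutral control wells and 100% = positive control wells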
CDK5 p35 inh = inhibitors of human CDK5/p35 kinase, primary screen, biochemical, single concentration. inhibition, % at 10 µM. Recombinant CDK5/p35, ADP-Glo luminescence, 60 min. hit rate 0.01% among 330,000;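 active = highest replicate inhibition of at least 50% and at least 75% of replicates reaching 50%; inconclusive = only one of the two criteria met; inactive = both criteria failed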;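 note: plate controls were DMSO neutral control for no effect and GW8510 at 10 µM for full effect; many of its hits are not listed in these tables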
MITF act = activators of MITF-driven TRPM1 promoter reporter, primary screen, cell-based, SK-MEL-5, luciferase, single point; SK-MEL-5 TRPM1-promoter luciferase, 24 h; % of positive control, neutral wells = 0; activation, % at 12.5 µM; hit rate 0.75% among 300,000; AID 588334, 2011;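 active = mean activation of at least 80% with every replicate also reaching 80%; inconclusive = mean reaches 80% but some replicate falls short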;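 note: 0% = neutral control wells and 100% = parthenolide positive control wells; values of inactives mirror those of a sister screen read the other way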
HTR5A ag = HTR5A agonists in luminescence cell assay, primary screen, counter-screen for OPRM1-OPRD1 heterodimer agonist project, full-deck HTS. cell-based. hit rate 0.61% among 340,000. activation, % at 9.3 µM; in the data active = activation mostly above about 9.5%, no sharp cut-off; inactive = mostly below about 7.6%;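 note: 0% = cells with vehicle only and 100% = reference agonist; strong numbers were not always called active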
Target sequence (P47898 whole entry, looked up): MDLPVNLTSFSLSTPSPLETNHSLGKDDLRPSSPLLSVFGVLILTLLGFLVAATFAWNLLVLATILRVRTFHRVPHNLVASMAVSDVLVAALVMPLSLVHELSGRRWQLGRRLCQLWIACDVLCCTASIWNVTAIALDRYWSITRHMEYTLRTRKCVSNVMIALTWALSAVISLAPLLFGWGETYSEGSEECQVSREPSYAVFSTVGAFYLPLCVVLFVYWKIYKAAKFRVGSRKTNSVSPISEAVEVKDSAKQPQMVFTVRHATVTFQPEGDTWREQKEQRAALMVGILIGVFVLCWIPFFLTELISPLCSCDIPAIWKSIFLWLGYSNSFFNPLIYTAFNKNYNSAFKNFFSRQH
V-ATPase pHluor = regulators of yeast V-ATPase proton pumping, primary screen, pHLuorin cytosolic pH fluorescence. S. cerevisiae. response, % at 10 µM. hit rate 0.37% among 350,000; in the data active = response mostly above about 7.3%, no sharp cut-off; inactive = mostly below about 5.4%; note: actives read high; inactives centre near 0; some compounds called inactive have numbers as strong as hits; reference of the scale not given here
HTR5A inv ctr = HTR5A inverse agonists in luminescence cell assay, primary screen, counter-screen for OPRM1-OPRD1 heterodimer inverse agonist project, full-deck HTS | 5-hydroxytryptamine receptor 5A (Homo sapiens), P47898 | HTR5A cell line, inverse agonism | hit rate 0.083% among 340,000 | inhibition, % at 9.3 µM; in the data active = inhibition mostly above about 23%, no sharp cut-off; inactive = mostly below about 18%;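 note: 0% = cells with DMSO and 100% = no-cell wells with DMSO; some compounds called inactive have numbers as strong as hits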
PvdQ inh = P. aeruginosa PvdQ acylase inhibitors, primary screen, biochemical, fluorescence, plate reader and imaging, single point; purified PvdQ acylase; hit rate 0.063% among 340,000; inhibition, % at 10 µM; AID 488965, 2010; in the data active = inhibition above about 30%, passing the limit was not always enough; inconclusive = no clear call, values can overlap the other calls;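 note: 0% = vehicle neutral wells and 100% = reference inhibitor wells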
dFosB act = activators of delta FosB homodimer, primary screen, biochemical, fluorescence polarization, TAMRA-CDK5 oligo, single point; Protein FosB (Mus musculus), P13346; purified delta FosB; percent of positive-control signal above neutral wells; activation, % at 25 µM; hit rate 0.99% among 340,000;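 active = mean activation above about 17%, with every replicate also reaching it, limit read from the data, passing the limit was not always enough; inconclusive = only one of the two conditions met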;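 note: fluorescence polarization rise as delta FosB binds a TAMRA Cdk5 AP-1 oligo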
SR-BI DiI inh = inhibitors of SR-BI mediated HDL lipid uptake, primary screen, ldlA[mSR-BI] cells, fluorescence, single point; Scavenger receptor class B member 1 (Mus musculus), Q61009; AID 488896, 2010; inhibition, % at 12.5 µM; hit rate 0.96% among 320,000; ldlA[mSR-BI] CHO cells, DiI-HDL uptake fluorescence, 3 h;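 active = mean replicate inhibition of at least 70% and a set share of replicates each scoring 70 or more; inconclusive = meets just one of the two criteria; inactive = fails both criteria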;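 note: 0% = median of neutral control wells and 100% = median of positive control wells; values of inactives mirror those of a sister screen read the other way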
Target sequence (Q61009 whole entry, looked up): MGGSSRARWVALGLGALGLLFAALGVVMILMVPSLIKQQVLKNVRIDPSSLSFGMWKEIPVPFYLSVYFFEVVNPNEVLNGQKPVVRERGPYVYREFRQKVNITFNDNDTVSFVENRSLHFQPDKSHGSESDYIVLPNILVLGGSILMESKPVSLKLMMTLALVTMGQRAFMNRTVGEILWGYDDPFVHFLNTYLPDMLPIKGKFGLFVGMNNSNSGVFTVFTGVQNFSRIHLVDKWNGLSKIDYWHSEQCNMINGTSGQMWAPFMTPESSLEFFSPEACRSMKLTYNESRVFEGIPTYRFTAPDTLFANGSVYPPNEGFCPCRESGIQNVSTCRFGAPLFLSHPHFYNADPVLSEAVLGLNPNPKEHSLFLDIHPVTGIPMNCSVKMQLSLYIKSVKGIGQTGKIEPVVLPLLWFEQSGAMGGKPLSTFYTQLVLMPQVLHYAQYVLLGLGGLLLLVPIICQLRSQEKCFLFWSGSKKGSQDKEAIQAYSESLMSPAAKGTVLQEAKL
NSD2 inh = NSD2 histone methyltransferase inhibitors, primary screen, biochemical, AlphaScreen, single concentration, set 2 | Histone-lysine N-methyltransferase NSD2 (Homo sapiens), O96028 | NSD2 peptide methylation, 120 min | inhibition, % at 12.5 µM | hit rate 0.54% among 310,000 | AID 743445, 2014; in the data active = inhibition above about 50%
Starred values were filed as active, the others as inactive; ? = inconclusive; / = no result given.

The first 2 entries, ahead of the listing:
item	mol	Wnt bcat act	CDK5 p35 inh	MITF act	HTR5A ag	V-ATPase pHluor	HTR5A inv ctr	PvdQ inh	dFosB act	SR-BI DiI inh	NSD2 inh
1	NC(=O)C1CCN(C(=O)c2ccc(OCC(=O)Nc3cccc(C(F)(F)F)c3)cc2)CC1	-3	1.6	3	-1	8	10	-12	4	8	-3
2	Cc1ccc(S(=O)(=O)c2nc(-c3cccs3)oc2SCC(N)=O)cc1	-1	0.0	2	1	-4	-3	0	3	15	-4

The whole of this part (from the top)
item	mol	Wnt bcat act	CDK5 p35 inh	MITF act	HTR5A ag	V-ATPase pHluor	HTR5A inv ctr	PvdQ inh	dFosB act	SR-BI DiI inh	NSD2 inh
1	NC(=O)C1CCN(C(=O)c2ccc(OCC(=O)Nc3cccc(C(F)(F)F)c3)cc2)CC1	-3	1.6	3	-1	8	10	-12	4	8	-3
2	Cc1ccc(S(=O)(=O)c2nc(-c3cccs3)oc2SCC(N)=O)cc1	-1	0.0	2	1	-4	-3	0	3	15	-4
3	O=C(COC(=O)CCOc1ccccc1)NCCC1=CCCCC1	0	0.3	0	-3	-1	1	0	-1	-34	0
4	O=C(CN(C(=O)c1csnn1)c1cccc2c1CCCC2)NCc1ccc(F)cc1	1	-1.0	-1	-5	4	-8	-17	-5	46	11
5	Cc1cccc(NC(=O)CCSc2nc(C)cc(C)n2)c1	-1	3.0	17	-1	0	3	11	2	-15	-3
6	OCCC1CN(Cc2cnc(-c3ccccc3)s2)CCN1C1CCCC1 (centres undefined)	-5	-2.6	-3	3	2	-9	5	-3	-2	1
7	COc1ccc2c(c1)CCC1C2=NN(/C(C)=C/C(C)=O)C1c1cccc(F)c1 (centres undefined)	16	0.2	9	6	2	14	6	-7	26	-4
8	Cn1nnnc1SCc1cccc(CSc2nnnn2C)n1	-1	1.7	7	2	1	-27	6	-3	-19	4
9	Cn1cccc1C(=O)c1ccc(Cl)cc1Cl	/	-2.0	/	4	0	-11	-16	-11	16	0
10	Cc1ccccc1NC(=O)c1ccc(OCC(=O)Nc2ccccc2F)cc1	0	0.9	0	1	-3	-4	-3	1	-6	-1
11	CC1CC(O)C(C)CN1 (centres undefined)	?	1.3	-2	2	-4	13	-1	1	0	-2
12	CCN(CC)S(=O)(=O)c1ccc(/C=C/C(=O)OCC(=O)NNC(=O)c2ccc(OC)cc2)cc1	1	0.0	-4	-5	1	13	-15	2	18	1
13	COC(=O)c1cc(NC(=O)C2CC(=O)NC(=NCc3ccc(OC)cc3)S2)cc(C(=O)OC)c1 (centres undefined)	-4	-0.4	-3	8	-1	-22	3	37*	36	-3
14	CC(=O)c1ccc(NC(=O)C(C)Sc2nnnn2C)cc1 (centres undefined)	-1	0.0	7	2	1	-12	-15	-11	12	-1
15	Cc1cccc(C(=O)Nc2ccc(C(=O)Nc3ccc(O)cc3)cc2)c1	14	0.5	-8	-2	-4	8	-7	?	68	0
16	CC(C)Cn1cnc2c1c(=O)[nH]c(=O)n2Cc1ccccc1	-1	1.0	-12	2	2	-7	-6	1	/	-1
17	COc1cc(NC(=O)COC(=O)CO/N=C(\C)c2ccc3c(c2)OCO3)cc(OC)c1OC	0	-5.7	1	0	-1	0	-9	-9	-22	9
18	O=C1CCCC(NCCCCCCNC2=C([N+](=O)[O-])C(=O)CCC2)=C1[N+](=O)[O-]	4	0.2	/	3	3	12	13	1	-6	-2
19	N#Cc1c(N2CCCCC2)nc(N)c2c(N)nc3c(c12)CC(c1ccccc1)O3 (centres undefined)	-2	1.9	-13	-3	0	-4	-18	-6	28	-2
20	Cc1cc(NC(=O)CCCn2nc(C)c([N+](=O)[O-])c2C)no1	0	0.2	-7	-1	2	-2	9	-3	/	2

Only Wnt bcat act and HTR5A ag, for some of the entries so far:
No.	SMILES	Wnt bcat act	HTR5A ag
13	COC(=O)c1cc(NC(=O)C2CC(=O)NC(=NCc3ccc(OC)cc3)S2)cc(C(=O)OC)c1 (centres undefined)	-4	8
7	COc1ccc2c(c1)CCC1C2=NN(/C(C)=C/C(C)=O)C1c1cccc(F)c1 (centres undefined)	16	6
20	Cc1cc(NC(=O)CCCn2nc(C)c([N+](=O)[O-])c2C)no1	0	-1

Additional results follow.
item	mol	Wnt bcat act	CDK5 p35 inh	MITF act	HTR5A ag	V-ATPase pHluor	HTR5A inv ctr	PvdQ inh	dFosB act	SR-BI DiI inh	NSD2 inh
21	CCOc1cc(/C=N/NC(N)=O)cc(Br)c1OCc1ccccc1F	-2	0.0	4	5	-2	-2	3	3	23	5
22	CN1CCN(Cc2ccc(OCc3ccccc3)cc2)CC1	3	0.0	6	8	-2	-6	-13	-5	-30	9
23	Cc1oc(-c2ccc(Cl)cc2)cc1C(=O)O	23	-0.2	43	-1	1	2	-10	-9	-8	0
24	O=c1c([N+](=O)[O-])cc(C(F)(F)F)cn1Cc1c(Cl)cccc1Cl	/	-1.5	/	-2	5	18	-9	-2	7	-2
25	CCC(CC)C(=O)Nc1cccc(C(=O)Nc2ccc(S(N)(=O)=O)cc2)c1	-11	0.3	4	8	-1	-20	-1	1	39	-3
26	FC(F)(F)c1ccccc1NC(=S)N1CCCCCC1	2	-1.2	10	-2	2	12	-9	3	-24	1
27	Cc1ccc(OCCNC(=O)CCNS(=O)(=O)c2ccc3ccccc3c2)cc1	-1	1.3	0	3	-2	-8	14	-6	-18	-3
28	Cc1ccn2c(=O)nc(SCC(=O)N3CCC(Cc4ccccc4)CC3)nc2c1	-3	0.5	-4	-1	1	-15	-1	-14	10	2
29	Cc1ccc(NC(=O)C(=O)Nc2ccccn2)cc1	-9	4.5	-4	0	-3	-15	6	5	-8	0
30	NC(=O)COc1ccc(C2c3c(oc4ccccc4c3=O)C(=O)N2CC2CCCO2)cc1 (centres undefined)	/	-1.0	-1	-4	11	4	1	-4	-7	-6
31	COc1ccc(C(=O)NC(=S)Nc2ccc3oc(=O)ccc3c2)cc1	-2	1.5	12	1	-2	-9	1	9	11	-2
32	O=C(Nc1ccccc1Cl)c1ccc(=O)[nH]n1	1	0.4	-25	2	-2	-7	-11	-4	7	-4
33	COc1cc([N+](=O)[O-])ccc1NC(=O)Cn1ccsc1=N	0	-0.7	1	2	-2	-45	-25	3	19	-9
34	Cc1ccc(Cn2c(CCNc3nc(-c4ccc(Cl)c([N+](=O)[O-])c4)cs3)nc3cc(C(=O)NCCCO)ccc32)cc1	-5	-0.5	-10	-4	1	10	-8	?	14	/
35	COC(=O)C1=C(C)NC(=O)/C1=C\c1cc(C)n(-c2cccc(C)c2)c1C	/	2.1	14	0	-3	1	3	9	5	2
36	COc1ccc(/C=C/C(=O)Nc2ccc(-c3nnc4n3CCCCC4)cc2)c(OC)c1	8	-0.5	9	9	3	-16	-1	?	62	6
37	COc1ccc(N2CCN(CCS(=O)(=O)c3cc(Cl)ccc3Cl)CC2)cc1	-1	0.3	-8	-2	0	19	-12	-6	-28	7
38	Oc1nc(Nc2ccccc2)sc1/C=C1\C=Nc2ccccc21	23	-3.0	88*	3	-3	7	-3	7	/	/
39	Nc1cccc2[nH]c(=O)c3ccccc3c12	-5	2.3	4	-3	2	13	-20	-9	-2	5
40	CCCCCN(C(=O)CCC(=O)OCC(=O)N1C(C)CCCC1C)c1c(N)n(CCCC)c(=O)[nH]c1=O (centres undefined)	1	-0.6	-5	6	-6	-20	-6	-4	-9	3

Complete entries as entered above.
COc1ccc(C(=O)NC(=S)Nc2ccc3oc(=O)ccc3c2)cc1 as listed: Wnt bcat act: -2; CDK5 p35 inh: 1.5; MITF act: 12; HTR5A ag: 1; V-ATPase pHluor: -2; HTR5A inv ctr: -9; PvdQ inh: 1; dFosB act: 9; SR-BI DiI inh: 11; NSD2 inh: -2
Cc1ccc(NC(=O)C(=O)Nc2ccccn2)cc1 as listed: Wnt bcat act: -9; CDK5 p35 inh: 4.5; MITF act: -4; HTR5A ag: 0; V-ATPase pHluor: -3; HTR5A inv ctr: -15; PvdQ inh: 6; dFosB act: 5; SR-BI DiI inh: -8; NSD2 inh: 0
Oc1nc(Nc2ccccc2)sc1/C=C1\C=Nc2ccccc21 as listed: Wnt bcat act: 23; CDK5 p35 inh: -3.0; MITF act: 88*; HTR5A ag: 3; V-ATPase pHluor: -3; HTR5A inv ctr: 7; PvdQ inh: -3; dFosB act: 7; SR-BI DiI inh: /; NSD2 inh: /

Quoted from the listing.
no. 29 | NSD2 inh = 0
no. 22 | V-ATPase pHluor = -2
no. 38 | MITF act = 88*

The list goes on.
item	mol	Wnt bcat act	CDK5 p35 inh	MITF act	HTR5A ag	V-ATPase pHluor	HTR5A inv ctr	PvdQ inh	dFosB act	SR-BI DiI inh	NSD2 inh
41	O=S(=O)(NC1CCC(NS(=O)(=O)c2c(F)cccc2F)CC1)c1ccc2c(c1)OCCO2 (centres undefined)	-1	-1.0	-1	-9	3	22	-10	-8	-7	/
42	CC(=O)Nc1cccc(/C(C)=N/Nc2nc3ccccc3s2)c1	12	1.4	52	0	-4	33	-11	-4	58	-6
43	COc1ccccc1/C=C/C=N/NC(=O)Cc1cccn1C	0	-1.3	13	-5	-5	13	0	-3	?	6
44	CCOC(=O)N1CCC(NC(=O)Cn2cc3c(n2)CCCC3)CC1	-1	1.0	-12	0	-1	0	-10	3	-9	/
45	Cc1cc(NC(=O)CSc2nnc(N)s2)c([N+](=O)[O-])cc1C	1	-1.1	-1	3	0	28	-5	-11	-2	-2
46	O=C(CN1C(=O)NC2(CCCCC2)C1=O)N1CCN(S(=O)(=O)c2ccc(Cl)s2)CC1	0	-3.6	-3	-1	4	7	-10	-11	-37	3
47	CCCCOc1ccc(NC(=O)CCSc2nccn2C)cc1	1	-0.3	22	-5	-2	14	-2	-3	40	4
48	COc1cccc(C(=O)NC2CC3CCCC(C2)N3CC(=O)Nc2ccc(N(C)C)cc2)c1 (centres undefined)	/	0.1	/	3	-3	2	-7	-6	48	/
